DSG3 Ab inh – inhibitors of pemphigus antibody binding to DSG3, primary screen, biochemical, bead-based, flow cytometry, scFv-GFP; binding (percent of control), % at 10 µM; hit rate 0.48% among 310,000; Desmoglein-3 (Homo sapiens), P32926; DSG3-coupled beads, scFv-anti-DSG3-GFP binding; active compounds read low; AID 588358, 2011;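 active = binding more than 3 SD below its plate's average and above zero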;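 also: hits lower antibody fragment binding to DSG3; some compounds called inactive have numbers as strong as hits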
CAL PDZ FP-1 – CAL PDZ peptide-binding inhibitors, primary screen, biochemical, fluorescence polarization, Cer-tagged CAL PDZ, HTS. Golgi-associated PDZ and coiled-coil motif-containing protein (Homo sapiens), Q9HD26. purified CAL PDZ, TMR-peptide fluorescence polarization, 1 h. inhibition, % at 20 µM. hit rate 0.02% among 330,000. AID 504414, 2011;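 active = highest replicate inhibition of at least 40%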;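 also: plate controls were DMSO neutral control wells for no effect and unlabeled competitor peptide control wells for full effect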
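Read-out basis: mP drop reported as inhibition | Assay system: Tagged CAL PDZ protein CerCALP, purified | Benchmarks: Unlabelled peptide for full inhibition, DMSO wells as neutral | Schedule: 1 h incubation at room temperature before polarization reading | Buffer or medium: Sodium phosphate/NaCl buffer pH 7.4 with TCEP, IgG, Thesit | Doses: Single point, 20 µM | Measured by: Fluorescence polarization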
CAL PDZ FP-2 – untagged CAL PDZ binding inhibitors, primary screen, biochemical, fluorescence polarization, HTS. Golgi-associated PDZ and coiled-coil motif-containing protein (Homo sapiens), Q9HD26. purified CAL PDZ, TMR-peptide fluorescence polarization, 1 h. inhibition, % at 24.9 µM. hit rate 0.92% among 300,000. AID 602252, 2012;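 active = mean inhibition of at least 30% with at least half of replicates also reaching 30%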;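 also: 0% = DMSO neutral control and 100% = excess unlabeled competitor peptide PRC23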
NSD2 inh – NSD2 histone methyltransferase inhibitors, primary screen, biochemical, AlphaScreen, single concentration, set 2; Histone-lysine N-methyltransferase NSD2 (Homo sapiens), O96028; NSD2 peptide methylation, 120 min; inhibition, % at 12.5 µM; hit rate 0.54% among 310,000; AID 743445, 2014; in the data active = inhibition above about 50%
Target sequence (O96028 whole entry, looked up): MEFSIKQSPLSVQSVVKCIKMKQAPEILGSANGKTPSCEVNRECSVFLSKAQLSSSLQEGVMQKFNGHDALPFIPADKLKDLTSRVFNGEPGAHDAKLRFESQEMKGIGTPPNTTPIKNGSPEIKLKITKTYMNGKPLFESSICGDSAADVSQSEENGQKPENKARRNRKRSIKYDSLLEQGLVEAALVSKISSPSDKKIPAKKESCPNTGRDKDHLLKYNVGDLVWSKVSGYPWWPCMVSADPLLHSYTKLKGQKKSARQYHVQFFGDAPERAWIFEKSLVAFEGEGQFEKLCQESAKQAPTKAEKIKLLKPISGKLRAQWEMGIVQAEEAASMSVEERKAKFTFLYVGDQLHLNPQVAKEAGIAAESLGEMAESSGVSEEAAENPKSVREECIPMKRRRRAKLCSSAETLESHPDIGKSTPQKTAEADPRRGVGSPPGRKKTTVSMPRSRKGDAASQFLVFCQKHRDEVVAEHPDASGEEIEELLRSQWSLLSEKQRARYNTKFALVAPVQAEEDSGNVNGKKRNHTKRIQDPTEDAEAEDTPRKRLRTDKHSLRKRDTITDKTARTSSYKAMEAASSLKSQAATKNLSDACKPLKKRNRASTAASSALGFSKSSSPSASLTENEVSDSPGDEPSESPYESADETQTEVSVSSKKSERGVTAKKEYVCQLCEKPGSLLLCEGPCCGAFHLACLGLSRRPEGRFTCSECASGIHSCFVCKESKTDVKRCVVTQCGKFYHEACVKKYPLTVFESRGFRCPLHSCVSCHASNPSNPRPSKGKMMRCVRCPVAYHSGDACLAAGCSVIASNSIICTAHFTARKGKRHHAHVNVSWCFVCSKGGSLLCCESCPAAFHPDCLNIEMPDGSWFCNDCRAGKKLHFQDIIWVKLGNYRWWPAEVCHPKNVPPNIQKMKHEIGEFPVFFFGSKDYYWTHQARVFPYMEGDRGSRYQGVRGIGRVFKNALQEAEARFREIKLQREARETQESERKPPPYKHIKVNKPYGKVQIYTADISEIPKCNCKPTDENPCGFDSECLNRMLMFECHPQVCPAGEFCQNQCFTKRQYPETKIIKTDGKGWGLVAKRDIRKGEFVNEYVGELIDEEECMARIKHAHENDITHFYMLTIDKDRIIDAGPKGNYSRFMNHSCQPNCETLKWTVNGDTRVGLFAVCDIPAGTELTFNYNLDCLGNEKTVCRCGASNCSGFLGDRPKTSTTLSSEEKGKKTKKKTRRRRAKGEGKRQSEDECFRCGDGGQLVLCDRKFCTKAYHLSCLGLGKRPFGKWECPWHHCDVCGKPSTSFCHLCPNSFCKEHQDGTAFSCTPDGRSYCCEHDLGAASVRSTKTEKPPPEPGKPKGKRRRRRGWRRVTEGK
V-ATPase pHluor – regulators of yeast V-ATPase proton pumping, primary screen, pHLuorin cytosolic pH fluorescence; AID 504577, 2011; response, % at 10 µM; hit rate 0.37% among 350,000; S. cerevisiae; in the data active = response mostly above about 7.3%, no sharp cut-off; inactive = mostly below about 5.4%; also: actives read high; inactives centre near 0; some compounds called inactive have numbers as strong as hits
Arr AP2 block – inhibitors of beta-arrestin/AP2 binding, primary screen, biochemical, GPCR trafficking, flow cytometry. FITC-arrestin peptide / GST-AP2 beads; AP2 beta2 appendage carries R879A mutation. inhibition, % at 10 µM. hit rate 0.31% among 340,000. AID 504490, 2011;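 active = inhibition above a set limit, near 3 SD of compounds lacking own fluorescence, cut at about 54% in these data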;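 also: plate controls were DMSO wells for no effect and 5 µM unlabelled arrestin peptide for full effect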
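Material – GST-tagged AP2 beta2-adaptin appendage (R879A) on 4 µm glutathione beads · Probe or stimulus – fluorescein-tagged arrestin peptide at 50 nM final · Timing – 12 min plus 1 h, RT · Detection – bead flow cytometry, FITC channel · Read-out basis – inhibition as reduced fluorescein signal on beads, percent · Medium – PBS plus Tween 20 (0.05%) and BSA (0.1%)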
DAGLB inh – DAGLB lipase inhibitors, primary screen, biochemical, fluorescence, HTS; Diacylglycerol lipase-beta (Homo sapiens), Q8NCG7; HEK293T DAGLB membrane lysate, EnzChek fluorogenic substrate; inhibition, % at 5.17 µM; hit rate 0.059% among 340,000; in the data active = inhibition above about 34%;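 also: 0% = enzyme with vehicle and 100% = wells lacking enzyme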
C-LANA FP – inhibitors of KSHV C-LANA binding to DNA, primary screen, biochemical, fluorescence polarization, FAM-LBS DNA, MBP-C-LANA, single point. inhibition, % at 9 µM. hit rate 0.078% among 340,000. Kaposi's sarcoma herpesvirus LANA C-terminal domain (residues 932-1162) DNA binding;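 active = highest replicate inhibition at or above 60% at 9 µM, even if other replicates fall short; inactive = all replicates below 60% inhibition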;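 also: 0% = neutral control wells and 100% = 4 µM acridine orange control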
Cardiac RTF inh – cardiac RTF calcium sensitivity inhibitors, primary screen, biochemical, IANBD-TnC fluorescence, EC70 calcium; Troponin I, cardiac muscle (Homo sapiens) + Troponin T, cardiac muscle (Homo sapiens) + …; IANBD-labeled cardiac RTF, Ca2+ fluorescence; inhibition, % at 7.15 µM; hit rate 0.12% among 340,000;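 active = inhibition above the mean inhibition of all tested compounds plus 3 SD, cut at about 17% in these data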;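 also: assay run at fixed EC70 calcium of 1.6 mM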
Keap1 Nrf2 FP – Keap1-Nrf2 protein-protein interaction inhibitors, primary screen, biochemical, fluorescence polarization, single point; Kelch-like ECH-associated protein 1 (Homo sapiens), Q14145; Keap1 Kelch-Nrf2 peptide fluorescence polarization, 1536-well; inhibition, % at 9.4 µM; hit rate 0.15% among 340,000; AID 504523, 2011; in the data active = inhibition above about 12%;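 also: human Keap1 Kelch domain with fluorescein labeled Nrf2 9mer peptide probe; 0% = neutral control wells and 100% = peptide positive control; higher means more block of Keap1 binding to Nrf2 peptide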
Starred values were filed as active, the others as inactive; / = no result given.

DSG3 Ab inh | CAL PDZ FP-1 | CAL PDZ FP-2 | NSD2 inh | V-ATPase pHluor | Arr AP2 block | DAGLB inh | C-LANA FP | Cardiac RTF inh | Keap1 Nrf2 FP | SMILES
105.6 | -2.1 | -0.6 | 0.3 | 2.8 | -5.1 | -2.5 | -0.8 | -5.4 | -1.7 | O=c1[nH]cnc2sc(-c3ccccc3)cc12
98.4 | / | -1.0 | 5.0 | 0.9 | 30.9 | 0.0 | -1.6 | -3.5 | -1.2 | COc1ccccc1N1C(=O)CSC1=S
100.6 | 0.5 | / | -1.0 | 0.7 | 0.0 | 1.5 | 0.2 | -1.8 | -7.9 | O=C(O)c1cc(S(=O)(=O)N2CCCCC2)ccc1N1CCCC1
/ | -0.5 | -1.9 | -0.4 | -4.0 | 27.1 | 13.4 | -0.9 | 2.4 | -1.6 | O=C(NNC(=O)c1sc2cccc(Cl)c2c1Cl)Nc1ccccc1
121.1 | 1.0 | 0.2 | 10.8 | 3.9 | 5.2 | 0.2 | 0.8 | -0.1 | -6.5 | CCOc1ccc(Nc2nc(-c3cccnc3)cs2)cc1
100.1 | -1.8 | -1.4 | / | -0.3 | -1.9 | 1.9 | -1.1 | 4.9 | 4.0 | O=Cc1nc(-c2ccccc2Cl)n2ccccc12
97.4 | -2.2 | -2.5 | -5.3 | 11.6 | 16.8 | -3.6 | -0.4 | -1.7 | 3.3 | COc1ccc2c(c1)C(c1cccs1)=NNC(c1cccnc1)=N2
101.4 | -2.2 | / | 0.8 | 0.0 | 2.6 | 2.1 | 0.1 | 0.4 | 0.1 | O=C(CCc1ccccc1)NNC(=O)COc1ccccc1
103.8 | -0.3 | / | 96.1* | -0.4 | -2.7 | -0.8 | 0.3 | -11.2 | 0.9 | OCCNC(=S)Nc1ccc2nsnc2c1
91.8 | -1.2 | -4.1 | 2.0 | / | 10.7 | 1.2 | -1.2 | 0.7 | -1.5 | CCC(C)(C)NC(=O)C(c1ccc(F)cc1)N(Cc1ccco1)C(=O)c1cnccn1 (configuration not stated)
112.8 | -1.7 | / | 6.9 | -0.8 | -1.2 | 2.8 | 0.7 | -13.3 | 3.9 | CN(C)CCCNC(=O)/C=C/c1ccc(OCc2c(F)cccc2Cl)cc1
99.2 | 0.5 | 2.9 | 2.8 | -5.1 | 8.0 | -1.6 | 0.1 | -10.7 | -8.0 | COc1ccc(C)cc1NC(=O)C/C(C)=N/NC(=O)Cc1cccc2ccccc12
101.3 | -0.6 | 4.1 | 2.5 | 7.2 | 3.4 | 5.2 | -0.1 | -7.8 | -3.2 | COc1ccc(NC(=O)C2CCCN(S(=O)(=O)c3c(C)n[nH]c3C)C2)cc1 (configuration not stated)
/ | -0.2 | -4.3 | -5.1 | -1.6 | -4.2 | -2.1 | 0.6 | 0.7 | -1.8 | O=c1[nH]c(-c2ccccn2)cc2ccccc12
101.3 | -1.7 | 0.6 | -1.5 | -2.8 | 19.7 | 0.6 | 3.0 | -10.7 | -2.8 | COc1cccc(/C=N/NC(=O)CCc2c(C)n[nH]c2C)c1O
99.2 | 0.4 | -0.3 | / | 6.3 | -4.9 | -0.8 | -0.5 | 8.8 | -7.2 | CCCn1nc2cc(C(=O)NCc3ccc4c(c3)OCO4)ccc2c1OCC
111.9 | -3.0 | -3.5 | -1.0 | 1.8 | 6.6 | 2.5 | 0.7 | 2.6 | -2.8 | NS(=O)(=O)c1ccc(NC(=O)CSc2ccccn2)cc1
102.3 | / | / | 3.0 | -1.9 | / | -8.8 | / | / | / | O=C1c2cc3c(cc2CCC1c1ccc2c(c1)OCO2)OCO3 (configuration not stated)
91.7 | 0.5 | -3.2 | 4.9 | -1.6 | 0.8 | -0.3 | -0.4 | -4.6 | -2.9 | COC(=O)c1ccc(N2CCN(C(=O)C3CC3)CC2)c([N+](=O)[O-])c1
102.6 | 0.0 | 3.8 | -5.4 | -1.1 | -25.0 | -0.5 | -0.4 | 11.0 | 5.2 | O=C(Nc1nnc(-c2cccs2)s1)c1cccc(F)c1
89.0 | -1.3 | 0.5 | -3.4 | 2.6 | 7.9 | -1.4 | 0.4 | 0.0 | -4.6 | COc1ccc(S(=O)(=O)N2CCC(C(=O)NCCN3CCOCC3)CC2)cc1OC
106.2 | -0.4 | 1.4 | 1.3 | -4.5 | 2.0 | -1.4 | 1.4 | -7.2 | 1.1 | Cc1ccc(N2C(=O)C3C4C=CC(C4)C3C2=O)cc1C (configuration not stated)
106.0 | -1.4 | / | 1.4 | -1.7 | 3.5 | 1.9 | -0.1 | 1.0 | -6.0 | COC(=O)c1cc(-c2cccc(OC)c2)n[nH]1
104.3 | -0.2 | 5.5 | -0.3 | 3.9 | 11.8 | 1.8 | 2.5 | -7.8 | -6.2 | Cn1c(-c2ccccc2)c(C(=O)CCl)c2ccccc21
82.5 | -2.5 | -4.7 | 0.7 | 0.2 | 4.1 | 3.1 | -1.4 | 6.1 | -0.3 | CCOC(=O)Cn1c(=N)n(Cc2ccccc2F)c2ccccc21
108.0 | -2.3 | -2.2 | -6.7 | -0.8 | 1.5 | -12.9 | -0.1 | -0.2 | 5.8 | CN(CCCC1CCCC1)C(=O)c1cc(COc2c(F)cccc2F)on1
/ | -1.3 | 8.4 | 6.2 | -1.2 | 14.5 | 0.6 | -1.7 | 8.1 | -4.3 | Cc1cccc(NC(=O)CSc2nnc([C@H](C)NC(=O)OC(C)(C)C)o2)c1C
98.8 | / | / | 11.8 | 3.3 | / | 0.9 | / | / | / | CC(=O)c1cc2c(cc1NC(=O)CSc1nnc(C3CC3)n1C)OCO2
102.9 | -3.4 | -0.4 | / | -2.2 | -0.3 | -9.0 | -0.8 | 1.4 | -3.5 | CCc1cc2c(SCC(=O)c3cccs3)ncnc2s1
95.6 | -1.2 | -0.4 | -0.6 | -1.0 | -1.2 | -2.8 | -1.0 | -7.8 | 0.2 | O=C(NCCC1=CCCCC1)C1CCN(C(=O)c2ccc(Cl)cc2)CC1
100.4 | -1.6 | -1.6 | -4.3 | -0.2 | -8.0 | -4.7 | 0.3 | 1.6 | -3.4 | CS(=O)(=O)Nc1cccc(C2=NN(S(=O)(=O)c3ccccc3)C(c3cccs3)C2)c1 (configuration not stated)
105.4 | -4.8 | 6.6 | 0.6 | -1.8 | -2.0 | / | -4.7 | / | -21.2 | C=CCn1c[n+](CC(=O)c2ccc(Br)s2)c2ccccc21
112.5 | 0.2 | -2.1 | -3.1 | 6.4 | 3.0 | -1.6 | 0.7 | -4.2 | -2.1 | CC1CN(S(=O)(=O)c2cccc(C(=O)NN3CCN(C)CC3)c2)CC(C)O1 (configuration not stated)
131.0 | -1.1 | 0.9 | / | -1.4 | 2.1 | 1.1 | 0.2 | -6.5 | -5.5 | CN1C(C(=O)NCC2CC2)CC2Cn3c(nc4cc(Cl)c(Cl)cc43)C21 (configuration not stated)
94.5 | -0.8 | -3.4 | 1.7 | -3.8 | 7.8 | / | 2.6 | / | 5.1 | CC(C)=NNc1nc2c(c(=O)n(C)c(=O)n2C)n1C
88.2 | -0.1 | 90.3* | -0.6 | 0.5 | -18.3 | -0.6 | 2.0 | 3.7 | 1.7 | CN(C)C(=O)CSc1nc2cc(S(=O)(=O)N3CCOCC3)ccc2o1
103.6 | -0.2 | -2.7 | 0.7 | 3.7 | -4.6 | 2.4 | 1.2 | -10.4 | 1.0 | O=C(Cc1c(F)cccc1Cl)N1CCCC1
85.2 | -2.0 | -0.1 | 2.3 | -2.5 | -2.3 | -0.1 | -0.9 | 7.3 | -3.8 | Cn1cccc1CC(=O)NNC(=S)Nc1ccc(F)cc1
101.7 | -1.8 | 7.9 | -3.4 | 9.9 | 17.3 | -1.0 | 0.4 | -6.3 | -0.3 | Cc1ccccc1OCC(=O)Nc1nc2ccccc2[nH]1
93.9 | -2.7 | -4.4 | -2.0 | -1.6 | 31.2 | -1.5 | 0.4 | -2.9 | 1.2 | Cc1ccc(C(=O)N/C(=C\c2cccs2)C(=O)NCCc2ccccn2)cc1C
98.3 | -0.5 | 12.1 | 17.1 | 0.2 | 6.7 | -0.4 | 0.4 | -3.9 | -1.0 | CCCCC(=O)Nc1ccc(C(=O)NNC(=O)c2ccco2)cc1
52.8 | -3.7 | -2.3 | 6.1 | 0.5 | 13.4 | 0.3 | 1.6 | -3.5 | -2.7 | CCc1nn2c(=O)cc(COc3ccc(/C=C4\C(=N)N5N=C(C)SC5=NC4=O)cc3)nc2s1
94.3 | -0.6 | 1.3 | -0.9 | -0.7 | -3.6 | -12.8 | 0.6 | -1.4 | -2.1 | O=C(Cc1ccc2c(c1)CCCC2)Nc1ccc2ccccc2c1
102.5 | -0.9 | 2.3 | 0.7 | -3.8 | 2.8 | -0.1 | 0.2 | -2.1 | -0.9 | CCOC(=O)c1c(C)nc2c(c1-c1cc(OC)c(OC)c(OC)c1)C(=O)c1ccccc1-2
99.5 | -1.2 | -3.4 | / | -0.5 | -5.0 | -5.0 | 0.5 | -0.4 | 1.8 | CCCN1C(=O)c2ccccc2NC1c1cc(OC)c(OC)c(OC)c1 (configuration not stated)
70.2 | -0.3 | -0.9 | -4.7 | 6.4 | 10.4 | 1.1 | 1.4 | -6.2 | -2.5 | Cn1c(C(C#N)C(=O)Cc2cccc3ccccc23)nc2ccccc21 (configuration not stated)
101.4 | -0.4 | -3.8 | -3.5 | -7.8 | 4.0 | -15.5 | 9.7 | -4.8 | 4.9 | COc1ccccc1Cc1noc(COc2cccc(C)c2C)n1
104.3 | 1.0 | -1.5 | -5.6 | 4.3 | 29.7 | -20.1 | 0.6 | 1.6 | -4.4 | CSc1ccccc1NC(=O)COC(=O)CCCOc1ccc(C)cc1

Screening results (PubChem)

The list is partial, so the mix of outcomes need not match the whole.
